Screening results deposited in PubChem by National Center for Advancing Translational Sciences (NCATS).
Nrf2 activator: Nrf2 pathway activation. Potency, µM (top dose mostly 46.1 µM), inactives show at the highest dose activation, usual class: activators. AREc32 ARE-luciferase reporter (MCF7-derived line), luminescence, 24 h. AID 624171. 410,000 tested, 0.31% active; also: potency is read from the fitted curve at half-maximal effect; % of control where 0% means no effect; nearly all actives have a fitted effect of over 65% in size
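Steps: seed AREc32_Fluc cells (1000/well, 5% FBS OPTI-MEM); incubate overnight at 37 deg C; add 23 nL compound; incubate 24 hr; add Steady-Glo; hold 30 min RT; read luminescence.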
HepG2 tox: counter-screen for TGF-b inhibitors: cytotoxicity in HepG2 cells; Potency, µM (series often up to 46.1 µM), without a hit: at the highest dose activity change, negative = cytotoxicity, most hits filed as cytotoxic; HepG2 CAGA-GFP viability, ATP luminescence, 18 h; AID 588856; 410,000 tested, 0.76% active; also: potency is read from the fitted curve at half-maximal effect; some results filed as inactive show a strong effect at the top dose
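CellTiter-Glo luminescence gave cytotoxicity after 18 hours at 37 degrees C. The cells were HepG2 CAGA-GFP in 1% FBS DMEM, stimulated with 500 pg/mL TGF-beta after compound addition. %Activity was normalised to no-cell wells (complete cell-killing) and DMSO (no toxicity), and curves were fitted and classified.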
CCT chaperon mod: changes cytosolic chaperonin activity. activity change, % (no concentration beside the values), hits read low. purified chaperonin ATPase assay, HTRF ADP detection, 30 min. 360,000 tested, 0.3% active; in the data active = activity change below about -30%; also: % is scaled to controls: 0 for no effect and ±100 for the full control effect
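TRiC at 40 or 20 nM final (batch-dependent) in 30 mM Tris pH 7.4, 100 mM KCl, 5 mM MgCl2, 1 mM DTT, with compound at single 76 uM and 10 uM ATP, 30 min at 37 deg C. ADP detected by HTRF Transcreener, 665/615 ratio.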
TGFb inhibitor: inhibitors of TGF-b signaling | 410,000 tested, 1.2% active | Potency, µM (titrated, usually from 46.1 µM), inactives show top-dose activity, negative = inhibition, actives largely listed as inhibitors | HepG2 CAGA-GFP TGF-b/SMAD3 reporter, GFP fluorescence, 18 h; TGF-beta stimulated, 500 pg/mL final; also: potency is read from the fitted curve at half-maximal effect; % is scaled to controls: 0 for no effect and ±100 for the full control effect; nearly all actives have a fitted effect of over 65% in size
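First, reporter cells (HEPG2 CAGA-GFP) rested 2 h at 37 degrees C. Next, compounds were pinned in and TGF-beta added to 500 pg/mL final. After 18 h, GFP was imaged per cell and summed per well.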
Abeta rescue: A-beta toxicity reversal in yeast; yeast expressing A-beta42, growth rescue, OD600, 48 h; response scale: 0% DMSO, 100% iron-clioquinol control; Potency, µM (series often up to 46.1 µM), without a hit: at the highest dose growth rescue, most hits filed as activators; 410,000 tested, 0.063% active; AID 1347071; also: potency is read from the fitted curve at half-maximal effect; nearly all actives have a fitted effect of over 55% in size
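Growth rescue measured by 600 nm absorbance after 48 h yeast culture at 30 C with compound. Values normalized between DMSO and an equimolar ferric chloride plus clioquinol control.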
Nrf2 block: inhibitors of Nrf2 signaling; A549 ARE-Fluc reporter, luciferase luminescence, 18-24 h; Potency, µM (highest dose often 46 µM), inactives show at the highest dose activity change, negative = inhibition, hits mostly inhibitors; 360,000 tested, 2.1% active; AID 504444; also: potency is read from the fitted curve at half-maximal effect; % is scaled to controls: 0 for no effect and ±100 for the full control effect; nearly all actives have a fitted effect of over 60% in size
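A549 ARE_Fluc cells, 5000/well, 5% FBS OPTI-MEM; compounds in dose-response, 18-24 h at 37 °C/5% CO2; CellTiter-Fluor viability read (Ex 405/Em 525), then BugLite luciferase luminescence = Nrf2 activity.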
MmCpn inh: M. maripaludis TRiC chaperonin inhibition | purified Mm-Cpn ATPase, ADP Transcreener TR-FRET | Potency, µM (highest dose often 76.9 µM), inactives show top-dose activity, negative = inhibition, hits mostly inhibitors | 330,000 tested, 0.031% active; also: potency is read from the fitted curve at half-maximal effect; % is scaled to controls: 0 for no effect and ±100 for the full control effect; nearly all actives have a fitted effect of over 80% in size
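Quantitative HTS used 25 nM Mm-CPN and 10 uM ATP in magnesium/KCl Tris buffer, pH 7.4, with 1 mM DTT. Hydrolysis ran 30 min at 37°C; ADP was read by HTRF.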
A549 viability: kills or reduces viability of A549 cells in Nrf2 counter-screen | A549 ARE-Fluc cells, CellTiter-Fluor viability, 18-24 h | Potency, µM (highest dose often 46 µM), for inactives: at the top dose activity change, negative = cytotoxicity, actives largely listed as inhibitors | 390,000 tested, 0.16% active | AID 504648; also: potency is read from the fitted curve at half-maximal effect; % is scaled to controls: 0 for no effect and ±100 for the full control effect
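Cytotoxicity counterscreen: CellTiter-Fluor fluorescence was measured in A549 ARE_Fluc cells after 18-24 h of compound exposure in a concentration series. The subsequent BugLite luminescent read reports ARE-luciferase activity.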
pAkt inh: Akt phosphorylation inhibition | AID 651550 | Neuro2A IGF-stimulated pAkt S473 HTRF, 20 min; active compounds read low | 360,000 tested, 0.32% active | activity change, % for hits at 50 µM; in the data active = activity change below about -80%; inconclusive = mostly about -51% to -80%; also: % is scaled to controls: 0 for no effect and ±100 for the full control effect
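Single-point screen (50 µM final compound) in Neuro2A cells stimulated 20 min with 6 nM IGF at 37 deg C. After lysis, Ser473-phosphorylated Akt read by HTRF (ex 330 nm, em 615/665 nm) as the 665/615 ratio.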
Numbers without * were called inactive; i = inactive; ? = inconclusive; / = not tested or not shown; & = joins results of further samples; [ ] = remark or other dose. Unless noted, calls follow the shape of the dose curve; as a rule, active = well fitted curve in the direction sought with a large enough effect; inconclusive = small, poorly fitted or top-dose-only effect, or another doubt; inactive = no such curve, though single readings can be large; an effect the other way counts as inactive or inconclusive. An unsorted share of the library; any-hit rate near 4.3%.

Under each structure: Nrf2 activator, HepG2 tox, CCT chaperon mod, TGFb inhibitor, Abeta rescue, Nrf2 block, MmCpn inh, A549 viability, pAkt inh
> COc1cccc(NC(=O)NNC(=O)CN2C(=O)COc3ccccc32)c1
 : -0.1%, -7.8%, -1.1, -23.9%, 18.4%, 7.3%, 0.3%, 5.8%, i
> O=C(CSc1nc2ccsc2c(=O)n1CC1CCC(C(=O)O)CC1)NCCc1ccc(Cl)cc1 (stereo unspecified)
 : 2.4%, 6.9%, -0.6, 3.0%, 15.9%, 4.7%, 1.6%, 0.7%, i
> COc1ccc(-c2c(C)n([O-])c3c([n+]2=O)CCCC3)cc1
 : -0.2%, 6.0%, -2.3, -20.7%, -8.9%, 3.2%, 1.4%, -4.1%, i
> COc1ccc(Cn2cc(C(=O)c3ccc(C)c(C)c3)c(=O)c3ccccc32)cc1
 : 0.6%, -18.2%, /, ?, 0.5%, ?, /, ?, /
> O=C(CCC(=O)Nc1ccc(Oc2ccccc2)cc1)NCCO
 : 0.1%, -17.5%, -3.1, 21.5%, -6.5%, 14.9%, 0.2%, -0.9%, i
> Cc1cccc(NC(=O)CSc2nnc(N)s2)c1
 : 3.9%, 5.0%, /, 1.6%, -10.7%, 3.8%, /, -5.0%, /
> CCN1CCN(C(=S)NC(=O)c2cccs2)CC1
 : 0.7%, 5.4%, 0.8, -21.7%, -4.2%, ?, 1.7%, -9.4%, i
> Cc1cc(C)c(N2C(=O)CCCC2=O)c(Cl)c1
 : -0.8%[9.22 µM], -5.4%, 2.4, 0.4%, -10.0%, -16.2%, 4.0%, 7.7%, i
> Oc1ccc(/C=N/N2CCOCC2)c(O)c1O
 : 2.5%, -21.5%, -3.3, -6.5%, -6.1%, 8.3%, ?, -11.1%, i
> O=C1CC[C@H](O)CCN1[C@H](CSc1ccccc1)Cc1ccccc1
 : -0.3%, -5.7%&7.4%, 0.0, 6.2%&-17.2%, 18.8%, 1.7%, 1.1%, 7.6%, i
> COc1cc(C(=O)NCCC(C)C)c([N+](=O)[O-])cc1OC
 : -0.7%, -2.6%, -0.9, -1.2%, -43.7%[inhibitor], 7.5%, 1.3%, -7.1%, i
> Cc1cccc(N2CCN(C(=O)C3CCN(c4ncnc5c4nc4n5CCCCC4)CC3)CC2C)c1 (stereo unspecified)
 : -2.5%&-3.9%, -11.3%&-35.6%, 1.2, ?, 19.4%&5.9%, 18.4µM*, -3.9%, ?, i
> O=C(CN1C(=O)NC(Cc2ccccc2)C1=O)Nc1ccccc1OC(F)F (stereo unspecified)
 : -0.9%, -0.5%, 2.5, -5.0%, 1.5%, -5.2%, -0.3%, -1.1%, i
> CC(=O)c1ccc(-c2ccc(C3C4C=CCCC4(C)C(=O)N3Cc3ccccc3)c(F)c2)cc1 (stereo unspecified)
 : /, -8.2%, /, ?, /, ?, /, -14.7%, /
> Cc1ccc(S(=O)(=O)Cc2ccc(C(=O)N3CCN(c4cc(C)ccc4C)CC3)o2)cc1
 : -0.1%, 2.7%, -3.6, -19.5%, 6.4%, -1.3%, -0.1%, -2.7%, i
> COc1ccc(OC)c(CCNC(=O)c2cnn(-c3ccccc3)c2-n2cccc2)c1
 : 4.2%, -26.8%, /, ?, -56.3%[inhibitor], ?, /, -12.4%, /
> Cc1cccc(OCC(=O)Nc2nc3c(s2)CC(C(C)(C)C)CC3)c1C (stereo unspecified)
 : -0.2%, -14.8%, /, -7.4%, -10.9%, ?, /, -11.5%, /
> Cc1cccc(S(=O)(=O)N(C)C[C@@H]2OCc3cnnn3CCCC(=O)N([C@H](C)CO)C[C@@H]2C)c1
 : 2.3%, -11.1%, -0.8, -4.7%, -2.7%, /, /, /, i
> Cc1nnn(-c2nonc2N)c1C(=O)NNC(=O)c1ccc(Cl)c(Cl)c1
 : -0.3%, -24.4%, -1.8, -10.7%, -1.2%, -28.5%, -0.4%, -3.4%, i
> CC(C)(C)c1csc(NC2=NS(=O)(=O)c3ccccc32)n1
 : -0.1%, -26.2%, -2.1, -8.9%, 3.1%, ?, -1.5%, -0.6%, i
> CCN1CCN(CCCNC(=O)C2CCN(c3nnc(-n4c(C)ccc4C)s3)CC2)CC1
 : 14.6%, -6.9%, -0.5, 1.3%, 15.7%, 10.0%, -0.9%, 3.1%, i
> CC1CCC(NC(=O)CCn2ccc3cc(S(=O)(=O)N4CCCC4)ccc32)CC1 (stereo unspecified)
 : 3.2%, -29.4%, -3.7, -0.2%, 5.6%, -6.4%, 0.6%, 0.0%, i
> COc1ccc(C(C[N+](=O)[O-])c2c(-c3ccccc3)cc3ccccn23)cc1OC (stereo unspecified)
 : 6.5%, -12.0%, -2.6, 3.3%, -74.5%[inhibitor], -15.4%, /, -2.8%, i
> CCOC(=O)C1CCN(c2cc(C)nc3cc(-c4cccc(F)c4)nn23)CC1
 : 6.1%, -1.8%, 0.4, ?, 9.7%, /, 3.0%, -2.7%, i
> CNC(=O)NC(=S)NC(=O)c1ccc(OC)cc1
 : 0.2%, -1.9%, -3.3, 15.3%, -2.6%, 14.7%, 0.1%, -7.6%, i
> Fc1cccc(CNc2ncnc3cc(Cl)ccc23)c1F
 : 11.2%, -35.8%, -3.8, ?, 13.9%, 18.4µM*, -12.7%, -3.3%, i
> COc1ccc(CN(C)C(=O)COC(=O)c2ccc3c(c2)OCO3)cc1OC
 : 0.6%, -16.0%, -0.2, 0.0%, -14.8%, -11.1%, -0.9%, -5.2%, i
> CCCCCC1(C)NC(=S)N(c2ccccc2)N1 (stereo unspecified)
 : 2.9%, -8.2%, -3.2, -13.5%, -17.8%, 6.4%, 0.3%, -7.9%, i
> Cc1ccc(S(=O)(=O)N2CCCCC2CCNC(=O)C(=O)NCc2cccnc2)cc1 (stereo unspecified)
 : -0.4%, 6.3%, 0.5, -5.4%, 6.2%, -0.1%, 0.3%, -17.9%, i
> CCOC(=O)C1=C(C)N=c2s/c(=C/c3cccc([N+](=O)[O-])c3O)c(=O)n2C1c1ccc(OC)cc1OC (stereo unspecified)
 : 0.2%[9.22 µM], -7.9%, 1.2, 7.2%, -6.0%, ?, 1.0%, 16.4µM*, i
> O=C(Nc1nnc(N2CCCCCC2)s1)Nc1cc(F)ccc1F
 : -0.1%, -1.5%, /, -0.3%, -12.3%, 25.4%, /, -2.3%, /
> Cc1cc(-c2ccccc2)nc2cc(C(=O)NCCCn3ccnc3)nn12
 : 3.7%, 0.3%, -0.6, 3.7%, 2.3%, -15.7%, -8.3%, -0.8%, i
> CC1(C)CC2CC(C)(CN2Cc2c(O)ccc3ccccc23)C1 (stereo unspecified)
 : 14.8%, -18.9%, -1.6, -24.1%, 2.8%, 18.8%, 0.6%, 14.1%, i
> N#CCc1nc2c3c4c(sc3ncn2n1)CCCC4
 : 2.3%, -1.5%, 1.0, -2.9%, 9.5%, -19.5%, -1.6%, 2.0%, i
> Cn1cnc([N+](=O)[O-])c1S(=O)(=O)Oc1ccccc1
 : -2.1%, -189.4%, -1.5, ?, -57.9%[inhibitor], -19.8%, /, -10.0%, i
> O=C(CSc1nc(-c2ccccc2)cc(C(F)(F)F)n1)c1cccc([N+](=O)[O-])c1
 : 0.8%, -8.6%, -2.0, -8.4%, 0.5%, 0.4%, -4.8%, 0.0%, i
> CCOC(=O)C1C2C=CC(CC2)N1c1ccccc1 (stereo unspecified)
 : 0.0%, -11.1%, -2.9, -24.8%, 6.5%, -6.0%, /, 6.1%, i
> COc1cc(/C=N\Nc2nc3ccccc3[nH]2)cc(OC)c1OC
 : -1.3%, -38.4%, -1.0, ?, -1.2%, 5.8µM*, ?, 14.0%, i
> C[C@H](NC(=O)c1ccccc1)C(=O)Nc1nc(-c2ccccn2)cs1
 : -0.6%, -19.9%, -0.7, -7.1%, -0.4%, ?, 0.1%, -17.4%, i
> CCN1CCC(=NNC(=O)c2ccc(C)c([N+](=O)[O-])c2)CC1
 : 0.8%, 0.8%, -0.2, -3.2%, -2.4%, ?, 0.7%, 0.2%, i
> COc1ccc(Cl)cc1NC(=O)CN(C)C(=O)Cn1cnnn1
 : 0.5%, 15.6%, -1.2, 13.3%, 0.0%, -6.9%, 2.0%, -0.6%, i
> C[C@@H](C(=O)O)[C@H]1C[C@]1(C)[C@H](NC(=O)OCc1ccccc1)c1ccccc1
 : -0.2%, -10.0%, -1.1, ?, 8.4%, -10.5%, 1.2%, -0.9%, i
> CCCC(=O)Nc1c(-c2ccccc2OC)c(=O)c2ccccc2n1C
 : -0.3%, -0.4%, 1.4, 8.0%, 2.2%, 4.2%, 1.0%, -11.8%, i
> C[C@@H](NC(=O)CN(c1ccccc1)S(=O)(=O)N(C)C)c1ccccc1
 : -0.9%, 1.8%, /, 16.7%, -1.4%, 7.3%, /, -10.8%, /
> O=C(c1ccc2nc[nH]c2c1)N1CCN(c2cccc(C(F)(F)F)c2)CC1
 : -0.2%, -26.8%, 0.0, 8.6%, -10.0%, -29.5%, -2.4%, 6.0%, i
> COc1ccccc1CNc1nc2nc(C)c(Cl)c(C)n2n1
 : 2.3%, 1.9%, /, -8.5%, -25.9%, 10.1%, /, 3.3%, /
> C=CCn1c(SCC(=O)Nc2c(C)n(C)n(-c3ccccc3)c2=O)nnc1-c1ccncc1
 : -0.1%, 1.4%, -2.3, 0.9%, 6.6%, /, /, /, i
